From PubChem
TGFb inhibitor: qHTS for Inhibitors of TGF-b; HepG2 CAGA-GFP TGF-b/SMAD3 reporter, GFP fluorescence, 18 h; TGF-beta stimulated, 500 pg/mL final; Potency, µM (top dose mostly 46.1 µM), for inactives: at the top dose activity, negative = inhibition, actives largely listed as inhibitors; actives 1.2% (n = 410,000); AID 588855, 2011; note: % is set by controls: 0 for no effect and ±100 for the full control effect; nearly all actives have a fitted effect of over 65% in size
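HEPG2 CAGA-GFP reporter cells (1000/well, DMEM with 1% FBS) received compounds, then recombinant TGF-beta at 500 pg/mL final for 18 hours at 37 degrees C. Per-cell GFP summed per well was normalised to unstimulated and stimulated DMSO controls before curve fitting.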
S2 tox: Viability Counterscreen for Primary qHTS for Inhibitors of ATXN expression; S2 cells (HEK-293 line with an ATXN2-luciferase reporter) viability, CellTiter-Fluor protease fluorescence, 24 h; Potency, µM (series often up to 56.7 µM), usual class: cytotoxic; AID 651635, 2014; actives 0.49% (n = 400,000); note: nearly all actives have a fitted effect of over 40% in size
MCF10A rereplic: A quantitative high throughput screen for small molecules that induce DNA re-replication in MCF 10a normal breast cells | Potency, µM (titrated, usually from 46.1 µM), inactives show top-dose activity, positive = re-replication, most hits filed as activators | MCF 10A DNA re-replication, Hoechst nuclear intensity, 48 h | actives 2.9% (n = 350,000); note: % of control where 0% means no effect; nearly all actives have a fitted effect of over 50% in size
EPAC2 antag: qHTS for Antagonist of cAMP-regulated guanine nucleotide exchange factor 2 (EPAC2): primary screen; Potency, µM (series often up to 114 µM), without a hit: at the highest dose activity, negative = inhibition, hits mostly inhibitors; AID 720708, 2013; Rap guanine nucleotide exchange factor 4 (Homo sapiens), Q8WZA2; actives 0.18% (n = 360,000); EPAC2 GEF exchange of Rap1B-BODIPY-GDP, fluorescence; note: % is set by controls: 0 for no effect and ±100 for the full control effect; nearly all actives have a fitted effect of over 45% in size; many of its hits are not listed in these tables
Target sequence (Q8WZA2 whole entry, looked up): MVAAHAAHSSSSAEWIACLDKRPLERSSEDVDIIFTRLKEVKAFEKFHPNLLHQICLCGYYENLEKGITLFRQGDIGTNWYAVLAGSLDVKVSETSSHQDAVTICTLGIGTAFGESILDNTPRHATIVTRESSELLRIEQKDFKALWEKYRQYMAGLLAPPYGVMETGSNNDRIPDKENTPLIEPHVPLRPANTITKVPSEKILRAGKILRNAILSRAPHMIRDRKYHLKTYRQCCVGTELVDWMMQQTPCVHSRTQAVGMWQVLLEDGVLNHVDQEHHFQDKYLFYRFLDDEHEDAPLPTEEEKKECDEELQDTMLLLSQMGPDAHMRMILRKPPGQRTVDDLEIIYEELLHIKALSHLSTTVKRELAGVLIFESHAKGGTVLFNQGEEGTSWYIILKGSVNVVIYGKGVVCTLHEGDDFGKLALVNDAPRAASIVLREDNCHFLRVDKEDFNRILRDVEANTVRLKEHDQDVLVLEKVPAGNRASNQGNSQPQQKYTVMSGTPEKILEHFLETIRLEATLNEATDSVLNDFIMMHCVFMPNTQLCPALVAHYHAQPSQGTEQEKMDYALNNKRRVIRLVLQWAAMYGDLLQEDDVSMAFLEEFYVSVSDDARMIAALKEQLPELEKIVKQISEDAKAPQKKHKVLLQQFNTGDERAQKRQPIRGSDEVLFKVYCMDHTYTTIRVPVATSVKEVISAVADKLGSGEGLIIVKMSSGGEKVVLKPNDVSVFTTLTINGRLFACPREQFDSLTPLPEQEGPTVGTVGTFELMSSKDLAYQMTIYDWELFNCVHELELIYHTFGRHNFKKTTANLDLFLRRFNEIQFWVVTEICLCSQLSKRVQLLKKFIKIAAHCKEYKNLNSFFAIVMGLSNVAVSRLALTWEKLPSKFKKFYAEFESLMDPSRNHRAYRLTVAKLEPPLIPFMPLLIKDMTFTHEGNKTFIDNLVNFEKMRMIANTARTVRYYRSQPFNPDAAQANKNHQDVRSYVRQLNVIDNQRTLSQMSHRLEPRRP
Nrf2 block: Nrf2 qHTS screen for inhibitors; A549 ARE-Fluc reporter, luciferase luminescence, 18-24 h; Potency, µM (top dose mostly 46 µM), inactives show at the top dose activity change, negative = inhibition, most hits filed as inhibitors; actives 2.1% (n = 360,000); AID 504444, 2011; note: % is set by controls: 0 for no effect and ±100 for the full control effect; nearly all actives have a fitted effect of over 60% in size
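Concentration-response testing used A549 ARE_Fluc cells at 5000 cells/well. Following an 18-24 h compound incubation, viability was read by fluorescence (Ex 405/Em 525) and luciferase output by luminescence.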
HepG2 tox: qHTS for Inhibitors of TGF-b: Cytotox Counterscreen. HepG2 CAGA-GFP viability, ATP luminescence, 18 h. AID 588856, 2011. actives 0.76% (n = 410,000). Potency, µM (titrated, usually from 46.1 µM), for the others: top-dose activity change, negative = cytotoxicity, most hits filed as cytotoxic; note: some results filed as inactive show a strong effect at the top dose
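HepG2 CAGA-GFP cells (1000/well, DMEM with 1% FBS) received compound, then TGF-beta at 500 pg/mL final, and were incubated 18 hours at 37 degrees C. Viability was read by CellTiter-Glo luminescence. Media-only wells were set as complete cell-killing and DMSO as no toxicity.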
A549 viability: Nrf2 qHTS screen for inhibitors: counterscreen for cytotoxicity; A549 ARE-Fluc cells, CellTiter-Fluor viability, 18-24 h; Potency, µM (doses to about 46 µM), for inactives: top-dose activity change, negative = cytotoxicity, actives largely listed as inhibitors; actives 0.16% (n = 390,000); AID 504648, 2011; note: % is set by controls: 0 for no effect and ±100 for the full control effect
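A549 ARE-Fluc cells in 5% FBS OPTI-MEM, 5000 cells/well, rested 2 h then exposed to compounds in concentration-response for 18-24 h at 37 °C. Viability by CellTiter-Fluor fluorescence (Ex 405/Em 525) after 30 min; luciferase luminescence (BugLite, 15 min, RT) read afterwards.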
Nrf2 ARE act: qHTS of Nrf2 Activators | AREc32 ARE-luciferase reporter (MCF7-derived line), luminescence, 24 h | Potency, µM (top dose mostly 46.1 µM), without a hit: at the top dose activation, usual class: activators | actives 0.31% (n = 410,000); note: % of control where 0% means no effect; nearly all actives have a fitted effect of over 65% in size
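AREc32 cells carrying an ARE-driven firefly luciferase reporter were seeded at 1000 cells/well in OPTI-MEM with 5% FBS, then exposed to compound for 24 hr at 37 deg C. Luminescence was read with Steady-Glo after 30 min at RT.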
ATXN2 expr inh: Primary qHTS for Inhibitors of ATXN expression; Potency, µM (titrated, usually from 57 µM), inactives show top-dose activity change, negative = inhibition, actives largely listed as inhibitors; actives 0.72% (n = 360,000); HEK-293 ATXN2-luciferase reporter, luminescence, 24 h; note: % is set by controls: 0 for no effect and ±100 for the full control effect; nearly all actives have a fitted effect of over 55% in size
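ATXN2-luciferase reporter cells (luciferase flanked by upstream and downstream ATXN2 gene portions) were treated 24 h at 37 °C with compounds at up to 57 uM. SteadyGlo luminescence gave expression; GF-AFC fluorescence gave viability.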
* hit, by the source's call; i = inactive; ? = inconclusive; . = no result given; & = joins results of further samples; [ ] = dose if it differs, or a comment. Calls come from the whole dose curve; as a rule, active = well fitted curve in the direction sought with a large enough effect; inconclusive = small, poorly fitted or top-dose-only effect, or another doubt; inactive = no such curve, though single readings can be large; an effect the other way counts as inactive or inconclusive. Potency is the fitted concentration of half-maximal effect. Some of the compounds tested (hit frequency here may not be typical).

Values run as follows: TGFb inhibitor	S2 tox	MCF10A rereplic	EPAC2 antag	Nrf2 block	HepG2 tox	A549 viability	Nrf2 ARE act	ATXN2 expr inh
> Cc1ccc(S(=O)(=O)NNC(=O)c2c(O)c3ccccc3[nH]c2=O)cc1
→ 5%	i	5.8µM*	1%	-20%	2%	-10%	-0.8%	-7%
> O=C(NCCc1nc2ccccc2[nH]1)c1cc([N+](=O)[O-])cc([N+](=O)[O-])c1
→ 0%	i	-59%[inhibitor]	10%	12%	4%	-5%	-0.3%	-7%
> COc1cccc(-c2cc3nc(NCCN4CCCC4)n(C)c(=O)c3s2)c1
→ 27%	i	.	16%	.	-17%	.	12%	-21%
> C1=C(CCNc2nnnn2-c2ccccc2)CCCC1
→ -3%	i	28%	-12%	?	-22%	-3%	-0.4%	-11%
> O=C(CCNc1ccc(Br)cc1)c1cccc([N+](=O)[O-])c1
→ 13µM*	i	?	11%	2%	13%	2%	?	1%
> Cn1c(=O)c2c(nc(-n3ccnc3)n2Cc2ccc([N+](=O)[O-])cc2)n(C)c1=O
→ 12%	i	1%	4%	.	-11%	4%	-0.3%	-21%
> O=c1nc2ccccc2c2n1CC(CN1CCN(Cc3ccccc3)CC1)N2 (centres undefined)
→ -7%	i	-5%	3%	-1%	1%	-1%	-0.3%	-2%
> COC(=O)COc1ccc2c(-c3cccc([N+](=O)[O-])c3)cc(=O)oc2c1
→ 2%	i	-3%	-3%	1%	6%	0%	-0.3%	-5%
> CCc1cccc(C)c1NC(=O)c1ccc2nc(N3CCOCC3)sc2c1
→ 1%	i	16%	9%	-6%	8%	0%	-0.7%	1%
> CCOC(=O)C1CCCN(CCC(=O)Nc2ccc3c(c2)CCC3)C1 (centres undefined)
→ 8%	i	?	0%	6%	-4%	-6%	0.1%	-2%
> Cc1ccc2c(N)c(C)ccc2c1
→ -17%	i	-4%	-2%	.	13%	-17%	2.9%	5%
> CC(C)(C)OC(=O)N1CCC(c2c(C(=O)N3CCC(c4ccccc4)C3)cnn2-c2cccc(Cl)c2)CC1 (centres undefined)
→ -15%	.	.	.	?	0%	?	2.5%	.
> COc1cccc(C(=O)NNC(=O)Cc2ccc(Cl)cc2)c1
→ 7%	i	5%	1%	4%	-16%	4%	-0.8%	5%
> Nc1nnc(/C=C/c2ccccc2Cl)s1
→ -7%	i	1%	-5%	8%	-53%	-2%	2.3%	3%
> O=C(COC(=O)c1ccc(Br)o1)Nc1ncc(Cl)cc1Cl
→ -10%	i	5%	-14%	21%	-5%	5%	-0.2%	-6%

Carrying on:
Values run as follows: TGFb inhibitor	S2 tox	MCF10A rereplic	EPAC2 antag	Nrf2 block	HepG2 tox	A549 viability	Nrf2 ARE act	ATXN2 expr inh
> COc1ccc(S(=O)(=O)N2CCCCC2)cc1NC(=O)Cc1ccc(Br)cc1
→ -8%	i	4%	-4%	-12%	-2%	-7%	-1.4%	1%
> CCCc1nnc(NC(=O)COC(=O)c2cc(C)nc3ccccc23)s1
→ 1%	i	-8%	9%	1%	-1%	-12%	-0.3%	-5%
> CC(C)(CO)CN1CCC(n2nccc2NC(=O)C2CCOC2)CC1 (centres undefined)
→ 4%	i	.	7%	.	-6%	.	1.0%	.
> COc1cc(OC)cc(C(=O)OCC(=O)Nc2nnc(-c3ccccc3)o2)c1
→ 15%	i	2%	-3%	-10%	-7%	-5%	0.3%	-14%
> O=C(Cn1nnc(-c2ccccc2F)n1)Nc1ccc2c(c1)OCCO2
→ 15%	i	5%	4%	25%	5%	2%	2.1%	34%
> Cc1cc(C)n2nc(N)c(N=Nc3ccc(Cl)cc3)c2n1
→ 0%	i	12%	15%	-9%	-17%	-14%	4.8%	-24%
> CCOc1ccc(N(CC(=O)Nc2cccc(N(C)S(C)(=O)=O)c2)S(=O)(=O)c2ccccc2)cc1
→ ?	i	6%	7%	?	-34%	-6%	1.8%	-21%
> CN(C(=O)COC(=O)c1cc([N+](=O)[O-])ccc1Cl)c1ccccc1
→ -44%	i	1%	4%	6%	-33%	3%	28%	-19%
> COc1ccc(/C=C(\C#N)C(=O)NC2CCS(=O)(=O)C2)cc1OC (centres undefined)
→ -6%	i	4%	19%	4%	-10%	-10%	3.0%	1%
> O=C(CSc1ncccc1-c1nc2ccccc2[nH]1)N1CCCCC1
→ -1%	i	2%	1%	.	-3%	4%	0.1%	35%
> CN1CCN(CC(O)COc2ccc(C34CC5CC(CC(C5)C3)C4)cc2)CC1 (centres undefined)
→ ?	i	15µM*	-7%	4%	-108%	-18%	4.0%	-8%
> COc1cccc(OC)c1C(=O)NN1CCCCC1
→ ?	i	2%	9%	-7%	-26%	-1%	-0.5%	-5%
> O=[N+]([O-])c1ccc(Nc2ccc(F)cc2)cc1
→ -20%	i	0%	8%	-8%	-24%	-18%	-0.2%	-18%
> Cc1ccc(/C=N/NC(=O)CNC(=O)c2ccc(S(=O)(=O)N3CCCC3)cc2)o1
→ 0%	i	-2%	5%	22%	2%	1%	-0.8%	.
> COc1ccccc1NC(=O)N1CCC(C(=O)c2ccc(F)cc2)CC1
→ 0%	i	26%	-3%	-2%	-1%	2%	-0.7%	-8%

Some of these compounds in order of the EPAC2 antag value, highest first.
Compound | EPAC2 antag
CCCc1nnc(NC(=O)COC(=O)c2cc(C)nc3ccccc23)s1 | 9%
O=C(Cn1nnc(-c2ccccc2F)n1)Nc1ccc2c(c1)OCCO2 | 4%
COc1ccccc1NC(=O)N1CCC(C(=O)c2ccc(F)cc2)CC1 | -3%

Following part:
Values run as follows: TGFb inhibitor	S2 tox	MCF10A rereplic	EPAC2 antag	Nrf2 block	HepG2 tox	A549 viability	Nrf2 ARE act	ATXN2 expr inh
> NC(=O)N/N=C1\CCS(=O)(=O)c2ccc(F)cc21
→ 19%	i	-12%	12%	-3%	29%	-4%	0.3%	12%
> CCOc1ccc(C(C)NC(=S)NC2CCCCC2)cc1 (centres undefined)
→ -33%	?	3%	-18%	-16%	-17%	21%	1.2%	?
> COc1ccc(OC(C)C(=O)N(C)Cc2nc(-c3ccc(C)cc3)no2)cc1 (centres undefined)
→ -20%	.	11%	-7%	?	-21%	-7%	-0.8%	2%
> Cc1ccc(C)n1-c1sc2c(c1C(=O)O)CCCC2
→ 0%	i	0%	13%	10%	-13%	0%	16%	25%
> Cc1ccc(S(=O)(=O)N2[C@@H](c3cccc(Cl)c3)C(C(=O)O)=CC[C@H]2c2cccc(Cl)c2)cc1
→ -9%	i	-59%[inhibitor]	-19%	?	-16%	-14%	-0.5%	1%
> Cc1ccc(/C=C/C(=O)NCCCN2CCN(CCCNC(=O)/C=C/c3ccc(C)cc3)CC2)cc1
→ 5%	i	-1%	6%	-18%	2%	1%	0.3%	-12%
> COc1ccc(Nc2nc(N)nc(COc3ccc(OC)cc3)n2)cc1
→ -13%	i	5%	-1%	21%	-24%	8%	-0.1%	1%
> C[n+]1cccc(CNC(=O)/C=N/O)c1
→ 3%	i	-5%	8%	-6%	0%	-3%	-0.2%	3%
> CCn1cc(C(=O)N2CCN(c3ccccc3OC)CC2)c2cc(OC)c(OC)cc2c1=O
→ 0%&-17%	i	0%	6%	4%	14%&1%	4%&-17%	-0.9%&-0.1%	-8%
> COc1ccc(CN(C)C(=O)C23CC4CC(CC(C4)C2)C3)c(OC)c1
→ -14%	i	13µM*	?	20%	7%	2%	0.1%	-29%
> CN(C)c1cc(C(F)(F)F)nc(-c2ccccn2)n1
→ 0%	i	0%	-1%	13%	-1%	0%	0.1%	0%
> CNS(=O)(=O)c1ccc2nc(NC(=O)c3ccc(N4C(=O)CCC4=O)cc3)sc2c1
→ -17%	i	-7%	-2%	-6%	12%	-1%	0.6%	.
> CCOC(=O)[C@]12CCC=C1N(Cc1cccc3ccccc13)C(=O)[C@H](CC(=O)NCc1cccc(C(F)(F)F)c1)C2
→ .	i	.	-23%	.	.	.	4.9%	-16%
> Cc1ccc(S(=O)(=O)N(C)C[C@@H]2OCCCC[C@@H](C)Oc3ccc(NS(=O)(=O)c4c(C)noc4C)cc3C(=O)N([C@H](C)CO)C[C@@H]2C)cc1
→ ?	?	.	-8%	.	-18%	.	1.2%	-19%
> COc1ccc(CCn2nnnc2C(c2ccccc2)N2CCN(C)CC2)cc1OC (centres undefined)
→ -2%	i	2%	19%	0%	-1%	3%	-0.7%	-11%

More records follow:
Values run as follows: TGFb inhibitor	S2 tox	MCF10A rereplic	EPAC2 antag	Nrf2 block	HepG2 tox	A549 viability	Nrf2 ARE act	ATXN2 expr inh
> Cc1cccc(C)c1NC(=O)CN(C)C(=O)CSC(=S)N1CCCC1
→ 1%	i	8%	14%	-2%	1%	-2%	-0.3%	1%
> O=C(c1ccc(F)cc1F)C1CCN(c2ccc([N+](=O)[O-])cn2)CC1
→ -30%	i	7%	-12%	23µM*	-33%	-17%	0.6%	?
> CCCCOc1ccc(C2(C(=O)O)CCCC2)cc1
→ -14%	i	-1%	-3%	?	5%	17%	0.6%	1%
> c1ccc(SCc2nc(-c3ccncc3)no2)cc1
→ -19%	i	?	-2%	?	-28%	16%	3.4%	64%[activator]
> C/C(=N\O)C(C)(C)Nc1ccccc1F
→ 0%	i	2%	18%	-17%	-1%	1%	-0.1%	-8%
> CCc1nc(N2CCCCC2)c2oc3ccccc3c2n1
→ 9%	i	6%	-9%	.	-48%	2%	0.0%	-16%
> COCCOC(=O)c1[nH]c2c(c1C)C(=O)C(C(=O)OC)C(C)C2 (centres undefined)
→ 13%	i	-4%	4%	15%	-15%	5%	1.8%	29%
> Clc1ccc(OCc2nc(-c3ccccn3)n[nH]2)cc1
→ -23%	?	?	3%	6%	-11%	-5%	0.0%	?
> COc1ccc(CCNC(=O)Cc2ccccc2)cc1OC
→ 19%	i	-16%	0%	-9%	-1%	8%	-0.6%[9.22 µM]	2%
